Ins promoter up: insulin promoter activators in MIN6 cells, imaging, high-content screening, mouse beta cells; MIN6 insulin promoter-GFP reporter; stronger effect = higher value; z-score at 5 µM; 190,000 tested, 0.3% active;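 active = z-score above 3 at 5 µM with at least 500 cells counted in the well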
TNAP activation fold: human TNAP enzyme activators, primary screen, biochemical, luminescent, no phosphate acceptor, uHTS (AID 1001); Alkaline phosphatase, tissue-nonspecific isozyme (Homo sapiens); one-dose activation fold at 20 µM; EC50 in µM for titrated hits; purified TNAP, luminescent activation assay, no phosphate acceptor; higher activation fold means a stronger effect; 200,000 tested, 0.03% active; in the data active = activation fold from about 3, or a potency from the dose series; inactive = the rest, 99 in 100 with activation fold below about 1.6; also: many of its hits are not listed in these tables
PMI inhibitors: inhibitors of human PMI, primary screen, biochemical, fluorescence intensity, coupled assay (AID 1209); Mannose-6-phosphate isomerase (Homo sapiens); purified PMI enzyme, coupled fluorescence intensity; higher % means a stronger effect; inhibition, % at 20 µM, or IC50 in µM where a hit was titrated; 190,000 tested, 0.42% active; in the data active = inhibition above about 50%;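 also: plate controls were DMSO vehicle for no effect and wells lacking substrate for full effect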
MT stabilize HCS: microtubule stabilizers in HeLa cells, primary screen, imaging, high-content imaging; 200,000 tested, 0.83% active; % tubulin-high responders, % at 10 µM; AID 2205, 2009; HeLa tubulin immunostaining HCS, 24 h; share of cells brighter than vehicle mean+2SD;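 active = plate Z-score above 3 for both tubulin-high and condensed-nucleus cell shares, with cell loss under 80%, at 10 µM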;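 also: anti alpha tubulin signal scored within the nucleus-defined area of each cell; some results filed as inactive read as strong as hits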
Dynein transport: inhibitors of GR-EGFP nuclear translocation, primary screen, dynein cargo transport inhibitor project, imaging, high-content, 3617.4 mouse cells. 220,000 tested, 0.47% active. test concentration mostly 20 µM; stimulated with dexamethasone, 1 µM; stronger effect = lower value. z-score, hits read low;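 active = plate z-score of nuclear minus cytoplasmic receptor signal below a set negative limit, without overly bright fluorescence or cell loss, cut at about -3.5 in these data, passing the limit was not always enough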;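 also: z-score of nuclear minus cytoplasmic ring GR-EGFP intensity difference per well; some compounds called inactive have numbers as strong as hits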
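Medium: Induction medium lacking tetracycline, stripped serum | Probe or stimulus: 1.0 µM final dexamethasone stimulus | Schedule: 48 h induction, then 1 h compound, then 30 min agonist, 37 °C | Signal: Automated 10x imaging of fixed Hoechst-stained cells | Evaluation: Per-cell GR-EGFP intensity, nucleus versus surrounding cytoplasmic ring, well-averaged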
b-catenin transl: modulators of beta-catenin nuclear translocation, primary screen, imaging, HeLa cells, immunofluorescence, high-content; nuclear translocation activity, % at 5 µM; 190,000 tested, 0.3% active;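 active = nuclear translocation activity above 50% at 5 µM, with a well cell count of 50 or more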;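 also: per-cell ratio of nuclear to cytoplasmic median beta-catenin stain intensity; plate controls were DMSO negative control for no effect and GSK-3 inhibitor IX positive control for full effect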
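Signal – beta-catenin immunofluorescence imaging with DAPI · Test system – human HeLa cell line · Dosing – 5 µM primary single dose, 0.1% DMSO, 0.02–20 µM confirmation series · Measure – % activation, nuclear-to-cytoplasmic median beta-catenin signal ratio per cell · Incubation – 24 h compound exposure at 37°C, 5% CO2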
T cell HTS: modulators of CD8 T cell-vesicle binding, primary screen, mouse 2C CD8+ T cells, flow cytometry; 2C CD8+ T cell-vesicle binding; stronger effect = lower value; calls only at 7 µM; 330,000 tested, 0.068% active; AID 2052, 2009;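 active = response, share of CD8 T cells binding vesicles, and their 90th percentile fluorescence all below set limits, cut at about 80% in these data, passing the limit was not always enough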
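material = purified 2C TCR transgenic mouse naive CD8+ T cells | controls = Unloaded micro-vesicles (low), QL9 vesicles with 0.7% DMSO (high) | detection = cytometric PE anti-B7-1 and Alexa647 anti-CD8 signals after 1% paraformaldehyde fixation | incubation = binding step 1.5 h, 37 °C, antibody labelling 20 min, ice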
Lipid droplet: inhibitors of hepatocyte lipid droplet formation, primary screen, imaging, high-throughput imaging, BODIPY stain; AID 1656, 2009; 240,000 tested, 0.4% active; AML12 mouse hepatocytes, oleate lipid droplets; inhibition, % at 6.5 µM;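 active = lipid droplet intensity inhibited by at least 50%, with more than 500 cells counted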
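Material: mouse AML12 hepatocyte cell line, fixed after treatment; Timing: compound with oleate, overnight; Technique: high-content imaging of BODIPY-stained droplets and DAPI nuclei; Probe or stimulus: oleate, 100 µM final; Dosing: compound at 6.5 µM only.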
Myeloid diff 2: induction of myeloid progenitor differentiation, primary screen, cell-based, flow cytometry, MLPCN library; ER-HoxA9 myeloid progenitors, lysozyme-GFP differentiation; calls only at 10 µM; 360,000 tested, 1% active;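 active = normalized GFP-positive differentiation at or above the plate's own cutoff, the solvent-only control mean plus 3 SD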;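 also: cells exposed to compound for four days before flow analysis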
Dynein transport cytoplasmic EGFP: recorded beside Dynein transport, whose call it bears; z-score; measured here: cytoplasmic GR-EGFP intensity; stronger effect = higher value
Dynein transport nuclear GR-EGFP: further read-out of Dynein transport, marked with its call; z-score; measured here: nuclear GR-EGFP intensity;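 lower value marks the stronger effect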
Dynein transport cell count: second read-out of Dynein transport, no call of its own (marks repeat the call); z-score; measured here: cell count per field
Ins promoter up cell count: further read-out of Ins promoter up, marked with its call; cell count; measured here: cytotoxicity, nuclei count;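 total cells summed across four imaged fields per well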
Lipid droplet cells 6.5 µM: further read-out of Lipid droplet, marked with its call; cell count; measured here: cell count, cytotoxicity flag;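 cells counted across two imaged fields per well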
b-catenin transl cell count 5 µM: also measured in b-catenin transl; calls as there; cell count; measured here: cell count, cytotoxicity flag
T cell HTS vesicle-bound %: recorded beside T cell HTS, whose call it bears; double positive events, %; measured here: CD8+ vesicle-bound cell fraction;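 binding gate set so that unloaded-vesicle control wells show 10% double positive cells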
MT stabilize HCS Hoechst-high %: further read-out of MT stabilize HCS, marked with its call; % Hoechst-high responders; measured here: nuclear condensation Hoechst responders;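 share of cells brighter than vehicle mean plus two SD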
MT stabilize HCS cytotoxicity %: recorded beside MT stabilize HCS, whose call it bears; toxicity, %; measured here: cytotoxicity by cell density;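 0% = mean cell density of plate MIN control wells and 100% = no cells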
Myeloid diff 2 GFP+ MAC1+ %: recorded beside Myeloid diff 2, whose call it bears; GFP+ MAC1+ double positive, %; measured here: differentiation confirmed by MAC1 staining
* = called active by the depositor; i = inactive; . = not tested or not shown; + = active, no number.

The line under a structure holds: Ins promoter up, Ins promoter up cell count, TNAP activation fold, PMI inhibitors, MT stabilize HCS, MT stabilize HCS Hoechst-high %, MT stabilize HCS cytotoxicity %, Dynein transport, Dynein transport cytoplasmic EGFP, Dynein transport nuclear GR-EGFP, Dynein transport cell count, b-catenin transl, b-catenin transl cell count 5 µM, T cell HTS, T cell HTS vesicle-bound %, Lipid droplet, Lipid droplet cells 6.5 µM, Myeloid diff 2, Myeloid diff 2 GFP+ MAC1+ %
1. C=CCSc1ncnc2c1oc1nc3c(cc12)COC(C)(C)C3
    -0.15, 1325, ., ., ., ., ., -0.0457, -0.199, -0.0837, -0.759, 0.4, 1270, i, 29.8, -8.3, 676, i, 0.4
2. CSc1nnc2c(n1)OC(c1ccccn1)N(C(C)=O)c1ccccc1-2 (stereo not drawn)
    0.62, 1520, 1.1, -20.9%, 3.0, 0.6, 5.5, -0.621, -0.281, -0.119, 0.272, 3.1, 1055, i, 63.9, 0.7, 676, i, 0.2
3. Cc1n[nH]c(=S)c2nn(-c3ccccc3F)c(C)c12
    0.25, 925, 1.1, -55.1%, 2.1, 2.1, 6.1, -0.433, 0.248, 0.141, 0.0672, -1.1, 986, ., ., 5.3, 819, i, 0.8
4. COc1ccccc1N1CCN(CC(=O)Nc2ccc(-n3cnnn3)cc2)CC1
    0.26, 1320, 1.1, 0.3%, 1.5, 1.3, 6.7, -0.253, -0.297, -0.0252, 0.879, -1.0, 970, i, 62.0, -7.3, 762, i, 0.3
5. CCOc1ccc(S(=O)(=O)n2cc(F)c(=O)[nH]c2=O)cc1
    0.82, 1362, 1, 5.0%, 1.9, 0.7, 4.6, -0.744, -0.283, -0.271, 0.444, -0.2, 1479, i, 44.7, 15.9, 725, +, .
6. CCOc1cc(C(=O)NC(C)c2ccncc2)cc(OCC)c1OCC (stereo not drawn)
    ., ., 1, -7.2%, 3.9, 1.9, 2.9, 0.155, 0.2, 0.458, 0.528, -0.6, 1108, i, 31.7, -7.4, 643, i, 1.1
7. COC(=O)c1sccc1NC(=O)c1ccc(OC)cc1
    2.27, 932, 1, 4.6%, 1.8, 1.9, 18.4, 0.577, -0.276, 0.553, -0.889, -2.1, 1150, i, 5.1, -0.6, 779, i, 1.3
8. COc1cc(/C=N\NC(=O)c2ccccc2F)ccc1Oc1ccc([N+](=O)[O-])cn1
    0.4, 919, ., ., ., ., ., -0.683, -0.235, -0.374, 1.51, 6.1, 1286, i, 39.1, -2.4, 763, i, 0.6
9. O=C(NNC(=S)Nc1cccc(C(F)(F)F)c1)c1ccc(Cl)cc1Cl
    0.09, 1309, 1.3, -8.8%, 2.4, 3.1, 0.6, -0.47, -0.213, -0.243, 0.359, -1.2, 575, i, 24.3, 12.0, 669, i, 0.2
10. Nc1nc(NCC2CCCO2)nc(Nc2cccc(Cl)c2)c1[N+](=O)[O-] (stereo not drawn)
    -0.33, 1329, ., ., ., ., ., 0.125, 0.174, 0.0555, 0.156, 6.1, 1070, i, 34.3, 12.0, 759, i, 0.6

More results.
The line under a structure holds: Ins promoter up, Ins promoter up cell count, TNAP activation fold, PMI inhibitors, MT stabilize HCS, MT stabilize HCS Hoechst-high %, MT stabilize HCS cytotoxicity %, Dynein transport, Dynein transport cytoplasmic EGFP, Dynein transport nuclear GR-EGFP, Dynein transport cell count, b-catenin transl, b-catenin transl cell count 5 µM, T cell HTS, T cell HTS vesicle-bound %, Lipid droplet, Lipid droplet cells 6.5 µM, Myeloid diff 2, Myeloid diff 2 GFP+ MAC1+ %
11. CCNS(=O)(=O)c1ccc(NC(=O)c2c(-c3ccccc3)noc2C)cc1
    -0.29, 1360, 1.1, 10.1%, 1.9, 2.1, 6.1, -0.851, -0.239, -0.314, 0.594, 1.9, 1027, i, 40.1, 0.2, 724, ., .
12. COc1ccc(OC)c(S(=O)(=O)Nc2ccc(C)c(C)c2)c1
    0.33, 690, 1, 1.2%, 2.2, 1.1, 8.0, -0.529, -0.28, -0.0867, 0.383, ., ., i, 19.6, -3.2, 721, i, 9.5
13. CC1CCN(c2ccccc2NC(=O)c2ccc(N3CCOCC3)c([N+](=O)[O-])c2)CC1
    0.03, 1992, 1, 2.8%, 3.4, 2.0, 7.4, -0.0819, -0.229, -0.208, 2.13, -4.7, 1171, i, 19.9, -0.5, 618, i, 7.2
14. CCN(CC)c1ccc(/C=N/N2CCN(Cc3ccccc3)CC2)cc1
    0.88, 1154, 1, 12.4%, 2.4, 1.4, 3.3, 0.187, -0.302, 0.218, -0.0573, 1.4, 1073, i, 45.5, 9.6, 765, i, 0.6
15. Cc1cccc(OCc2nnc(SCC(=O)N3c4ccccc4CCc4ccccc43)o2)c1
    -1.56, 1009, ., ., ., ., ., -1.16, -0.46, -0.823, 0.0505, 1.0, 1343, i, 52.0, -21.2, 689, i, 0.1
16. CCCN1CCc2c(sc(NC(=S)NC(=O)c3ccccc3)c2C#N)C1
    ., ., 0.9, -56.2%, 3.8, 1.9, 3.1, 1.17, 0.0543, 0.814, -0.387, -0.5, 1109, i, 20.7, 8.3, 744, +, 11.2*
17. CC(C)N(Cc1ccccc1)C(=O)COC(=O)c1cnccn1
    0.01, 1282, 1, -26.4%, 2.0, 1.7, 1.4, -0.864, -0.055, -0.319, 0.476, 0.5, 1079, i, 18.6, 9.1, 680, i, 0.3
18. COc1ccc(S(=O)(=O)NCCSCc2ccco2)cc1Cl
    0.16, 1812, 1.1, 16.1%, 2.5, 1.9, 2.5, -0.917, -0.191, -0.505, 0.893, 0.5, 1047, i, 33.5, -52.7, 680, i, 2.7
19. Cc1c(C(=O)Nc2cccc([N+](=O)[O-])c2)csc1-c1ccccc1
    ., ., 1.1, 1.8%, 0.9, 1.0, 1.0, 0.916, -0.163, 0.268, -1.4, ., ., i, 48.5, ., ., i, 0.9
20. Cc1nn(-c2ccccc2)c2ncc(C(=O)c3cc(Cl)ccc3O)cc12
    -0.14, 1252, 1.1, -1.4%, 2.9, 1.6, 3.6, -0.346, -0.26, -0.116, 1.01, -1.4, 987, i, 50.5, -4.5, 550, i, 0.2

(next part)
The line under a structure holds: Ins promoter up, Ins promoter up cell count, TNAP activation fold, PMI inhibitors, MT stabilize HCS, MT stabilize HCS Hoechst-high %, MT stabilize HCS cytotoxicity %, Dynein transport, Dynein transport cytoplasmic EGFP, Dynein transport nuclear GR-EGFP, Dynein transport cell count, b-catenin transl, b-catenin transl cell count 5 µM, T cell HTS, T cell HTS vesicle-bound %, Lipid droplet, Lipid droplet cells 6.5 µM, Myeloid diff 2, Myeloid diff 2 GFP+ MAC1+ %
21. CN(C)S(=O)(=O)c1ccc(NC(=O)c2ccncc2)cc1
    -0.18, 1481, 1.1, 10.2%, 1.7, 2.1, 15.2, 2.88, -0.105, 2.56, -1.84, -0.3, 1562, i, 45.6, 5.4, 653, i, 0.3
22. COc1ccc(F)cc1S(=O)(=O)NC(Cc1ccccc1)C(N)=O (stereo not drawn)
    ., ., 1.1, -6.8%, 1.7, 1.6, 10.3, -0.29, -0.191, 0.0305, -0.367, ., ., i, 39.2, ., ., i, 0.2
23. COc1ccccc1NC(=O)c1csc2c1CCC(C)C2 (stereo not drawn)
    1.95, 1540, 1.1, 9.9%, 2.3, 2.3, 3.5, -0.277, -0.282, 0.0239, 0.18, 0.0, 1645, i, 10.1, 0.3, 731, i, 0.5
24. O=c1[nH]c(CN2CCc3ccccc3C2)nc2ccccc12
    0.54, 1206, 1, 2.2%, 1.5, 0.2, 38.6, 0.181, -0.202, 0.259, 0.0233, ., ., i, 42.9, -5.0, 728, i, 0.3
25. CCOC(=O)c1c(C)n(C)c2cc(Br)c(C(=O)OC)cc12
    0.09, 1827, 1, 22.9%, 8.6, 3.5, 4.1, 2.95, -0.123, 1.61, -2, 1.3, 834, i, 0.3, 7.4, 585, i, 0.8
26. Cc1c(NC(=O)COC(=O)c2ccc(Br)o2)c(=O)n(-c2ccccc2)n1C
    0, 1215, 1, 1.2%, 7.0, 2.3, 10.2, 0.959, 0.0172, 0.778, -0.247, 1.6, 1093, i, 61.0, 3.0, 701, i, 0.7
27. COC(=O)C1CCN(S(=O)(=O)c2ccc(NC(C)=O)cc2)CC1
    ., ., 1.1, 1.7%, 1.3, 0.9, 6.8, -0.0893, -0.0695, 0.0632, 0.416, -0.3, 1089, i, 15.3, 0.0, 827, i, 0.9
28. Cc1ccc(Nc2nnc(SCc3nc4ccccc4c(=O)[nH]3)s2)cc1
    0.25, 1555, 1, 3.3%, 2.9, 2.3, 5.7, -0.105, -0.248, 0.295, -0.00486, 0.3, 1556, i, 60.6, ., ., i, 0.9
29. O=C(NC1c2ccccc2-c2ccccc21)N1CCOCC1
    -1.32, 1156, 1.1, -0.8%, 4.1, 2.6, 5.6, -0.462, -0.259, 0.42, 0.051, -6.8, 920, i, 3.0, ., ., i, 4.7
